SENP8 block-1 = human SENP8 protease inhibitors, primary screen, biochemical, fluorescence, Nedd8 protein substrate, uHTS; 0.64% of 360,000 active; inhibition, % at 20 µM; recombinant SENP8; Sentrin-specific protease 8 (Homo sapiens), Q96LD8; AID 602440, 2012; in the data active = inhibition mostly above about 40%, no sharp cut-off; inactive = mostly below about 27%
A3G deaminase = APOBEC3G DNA deaminase inhibitors, primary screen, biochemical, fluorescence, single-stranded DNA substrate, uHTS; DNA dC->dU-editing enzyme APOBEC-3G (Homo sapiens), Q9HC16; recombinant A3G, ssDNA deamination FAM/TAMRA fluorescence; inhibition, % at 20 µM; 0.28% of 330,000 active; AID 493012, 2011;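 active = inhibition of at least 40% at 20 µM, with no more than 30% in the related APOBEC3A deaminase screen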;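 note: plate controls were DMSO wells with A3G for no effect and wells lacking A3G enzyme for full effect; some compounds called inactive have numbers as strong as hits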
UBC13 inh = UBC13 polyubiquitin chain formation inhibitors, primary screen, biochemical, TR-FRET, uHTS. Ubiquitin-conjugating enzyme E2 N (Homo sapiens), P61088. inhibition, % at 20 µM. 0.47% of 330,000 active; in the data active = inhibition above about 45%, passing the limit was not always enough
SENP8 block-2 = SENP8 protease inhibitors, primary screen, biochemical, luminescence. Sentrin-specific protease 8 (Homo sapiens), Q96LD8. purified SENP8, Z-RLRGG-aminoluciferin cleavage. inhibition, % at 10 µM. 1.2% of 330,000 active. AID 2540, 2010; in the data active = inhibition above about 50%
SENP1 inh = human SENP1 catalytic domain inhibitors, primary screen, biochemical, FRET, uHTS; inhibition, % at 10 µM; Sentrin-specific protease 1 (Homo sapiens), Q9P0U3; 0.21% of 360,000 active; recombinant SENP1 catalytic domain, CyPet-SUMO1-YPet FRET cleavage;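 active = inhibition at least 30% at 10 µM, raw YFP signal under a set limit, fluorescence ratio 0.5 to 1.5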;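 note: 0% = enzyme with DMSO and 100% = no enzyme wells; some results filed as inactive read as strong as hits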
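Test system: human SENP1 catalytic domain; medium: Tris pH 8 buffer plus EDTA, NaCl, BME, BSA, NP40, catalase; incubation: 50 min reaction at room temperature; technique: FRET, CFP and YFP emission; controls: no-enzyme low control and enzyme-plus-DMSO high control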
SENP6 block = SENP6 protease inhibitors, primary screen, biochemical, luminescence, uHTS; AID 2599, 2010; 1.8% of 330,000 active; inhibition, % at 10 µM; Recombinant SENP6 catalytic domain, aminoluciferin luminescence; Sentrin-specific protease 6 (Homo sapiens), Q9GZR1;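 active = inhibition above about 50% at the single tested dose, limit read from the data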;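 note: plate controls were DMSO wells with enzyme for no effect and DMSO wells lacking enzyme for full effect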
SENP7 inh = SENP7 protease inhibitors, primary screen, biochemical, luminescence, uHTS | 1.5% of 330,000 active | inhibition, % at 5 µM | AID 434973, 2010 | recombinant SENP7, Z-RLRGG-aminoluciferin luminescence, 40 min | Sentrin-specific protease 7 (Homo sapiens), Q9BQF6;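 active = inhibition above about 50% at the single test dose, limit read from the data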;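 note: plate controls were DMSO with enzyme for no effect and no enzyme buffer wells for full effect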
Apaf-1 inh = inhibitors of human Apaf-1 apoptosome, primary screen, biochemical, DEVD-Rh110 fluorescence, uHTS | AID 489030, 2010 | 0.71% of 330,000 active | inhibition, % at 20 µM | reconstituted apoptosome caspase-3 activity; active = inhibition of at least 40% at 20 µM;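 note: plate controls were DMSO wells for no effect and DEVD-CHO caspase inhibitor wells for full effect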
Target sequence (O14727 whole entry, looked up): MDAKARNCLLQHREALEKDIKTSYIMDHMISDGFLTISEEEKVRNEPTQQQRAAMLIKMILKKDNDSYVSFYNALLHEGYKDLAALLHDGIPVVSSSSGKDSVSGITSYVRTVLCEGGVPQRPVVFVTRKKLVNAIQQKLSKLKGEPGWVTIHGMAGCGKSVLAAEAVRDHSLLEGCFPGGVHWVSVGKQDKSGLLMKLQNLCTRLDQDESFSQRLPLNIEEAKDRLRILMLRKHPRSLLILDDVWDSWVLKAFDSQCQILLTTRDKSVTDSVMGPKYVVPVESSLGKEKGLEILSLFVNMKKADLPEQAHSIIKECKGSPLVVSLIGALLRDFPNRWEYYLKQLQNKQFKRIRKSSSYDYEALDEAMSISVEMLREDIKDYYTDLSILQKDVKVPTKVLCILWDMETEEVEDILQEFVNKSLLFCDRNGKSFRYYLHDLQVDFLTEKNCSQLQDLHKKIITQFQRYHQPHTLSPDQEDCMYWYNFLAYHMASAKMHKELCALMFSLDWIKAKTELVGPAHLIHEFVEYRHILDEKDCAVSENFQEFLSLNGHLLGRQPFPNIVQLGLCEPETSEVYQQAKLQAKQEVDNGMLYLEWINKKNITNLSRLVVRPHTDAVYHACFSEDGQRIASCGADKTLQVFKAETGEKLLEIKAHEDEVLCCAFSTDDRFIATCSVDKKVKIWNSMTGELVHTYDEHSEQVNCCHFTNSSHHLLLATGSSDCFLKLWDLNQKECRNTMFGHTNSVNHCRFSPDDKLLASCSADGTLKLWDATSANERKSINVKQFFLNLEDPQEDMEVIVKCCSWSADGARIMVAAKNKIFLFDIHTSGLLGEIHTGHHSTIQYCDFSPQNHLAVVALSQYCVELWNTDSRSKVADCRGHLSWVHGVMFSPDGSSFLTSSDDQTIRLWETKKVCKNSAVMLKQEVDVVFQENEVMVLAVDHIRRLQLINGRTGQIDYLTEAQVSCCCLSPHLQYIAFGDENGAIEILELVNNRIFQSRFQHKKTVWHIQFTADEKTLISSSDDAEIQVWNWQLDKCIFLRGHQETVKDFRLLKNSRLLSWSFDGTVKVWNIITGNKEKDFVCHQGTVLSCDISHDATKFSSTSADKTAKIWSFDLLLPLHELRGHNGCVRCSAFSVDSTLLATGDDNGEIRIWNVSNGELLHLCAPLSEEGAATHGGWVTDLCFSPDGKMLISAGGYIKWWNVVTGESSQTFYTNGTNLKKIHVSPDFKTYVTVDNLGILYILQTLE
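Material: reconstituted apoptosome with Apaf-1, cytochrome c, caspase-9, procaspase-3, dATP; medium: pH 7.5 Hepes buffer with CHAPS, BSA, DTT; also added: cytochrome c and DEVD-Rh110 substrate; timing: 30 min plus 50 min, RT; signal: Rh110 fluorescence intensity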
Active calls of the source: *; nt = no result given.

Start of the data: the first three records, to show the layout:
no.	Structure	SENP8 block-1	A3G deaminase	UBC13 inh	SENP8 block-2	SENP1 inh	SENP6 block	SENP7 inh	Apaf-1 inh
1	O=C(NC1CCCCCC1)c1ccccc1-c1ccccc1	7	-3	11	-2	0	-2	3	-7
2	COC(=O)C1(CCSC)NC(c2ccc(O)cc2)C2C(=O)N(c3ccc(F)cc3)C(=O)C21 (configuration not stated)	24	-5	-14	-9	2	-9	-10	17
3	Cc1ccc(NCc2nnc(SCC(=O)Nc3cc(C)on3)n2C)cc1	24	-3	-3	5	3	1	4	1

The whole of this part, from the start:
no.	Structure	SENP8 block-1	A3G deaminase	UBC13 inh	SENP8 block-2	SENP1 inh	SENP6 block	SENP7 inh	Apaf-1 inh
1	O=C(NC1CCCCCC1)c1ccccc1-c1ccccc1	7	-3	11	-2	0	-2	3	-7
2	COC(=O)C1(CCSC)NC(c2ccc(O)cc2)C2C(=O)N(c3ccc(F)cc3)C(=O)C21 (configuration not stated)	24	-5	-14	-9	2	-9	-10	17
3	Cc1ccc(NCc2nnc(SCC(=O)Nc3cc(C)on3)n2C)cc1	24	-3	-3	5	3	1	4	1
4	O=C(Nc1cccc(F)c1)Nc1ccnn1C1CCN(C(=O)c2cscn2)CC1	0	-3	-2	1	-1	-1	-1	7
5	CC1CCC(NC(=O)c2ccc3snnc3c2)CC1 (configuration not stated)	4	-8	2	0	0	-24	11	-3
6	O=C(CN1CCC(C(=O)c2ccc3c(c2)OCCO3)CC1)Nc1ccccc1F	13	-1	3	-15	-2	2	-11	20
7	CCOC(=O)c1sc(NC(=O)c2c(OC)cccc2OC)nc1C	19	0	7	4	-2	-10	2	4
8	CCCn1c(N)cc(=O)n(CCC)c1=O	10	-5	-2	-12	0	-19	-4	4
9	CCN=C(Nc1ccc(Cl)cc1)c1cccnc1	10	-2	-1	2	1	-9	5	-3
10	CSc1cccc(NC(=O)C(C)NS(=O)(=O)c2ccc(F)cc2)c1 (configuration not stated)	11	-3	13	-2	-2	3	6	3
11	Cc1ccc(C(NC(=O)N2CCCC2)C(Cl)(Cl)Cl)cc1F (configuration not stated)	3	-8	-8	-6	3	-29	-6	3
12	COc1ccccc1CC(=O)Nc1ccc2nc(C)sc2c1	8	-2	-3	-6	1	1	-6	-3
13	CCC(C(=O)Nc1ccc2c(c1)OCCO2)n1c(=O)[nH]c2ccccc2c1=O (configuration not stated)	20	5	-8	6	-1	5	-7	4
14	CCc1ccccc1NC(=O)c1cc(-c2ccc3c(c2)OCO3)on1	-74	-5	0	-18	-2	-22	-13	5
15	NC(=O)CSc1nnc(Cn2c(=O)sc3ccccc32)n1-c1cccc(Cl)c1	16	-5	-11	-10	3	-9	16	-3
16	COc1cccc(OCC(=O)Nc2ccncc2)c1	5	-8	-2	4	1	8	4	-5
17	O=C(NCc1cccnc1)NC1CCCN1S(=O)(=O)c1ccc(Cl)cc1 (configuration not stated)	20	3	4	-1	-1	-9	3	-2
18	CCOC(=O)c1c(C)[nH]c(C)c1C(=O)COC(=O)C1CCCN1S(=O)(=O)c1ccccc1F (configuration not stated)	6	-1	-4	-12	1	-5	-1	3
19	CCOC(=O)Cc1nnc(Nc2cc(C)ccc2C)c2ccccc12	-30	-1	1	8	-1	20	3	1
20	O=C(NCc1ccccn1)C12CC3CC(CC(C3)C1)C2	-4	-4	7	-4	0	-8	-8	1
21	CCOC(=O)c1cnc(SCc2nc(N)nc(Nc3ccccc3OC)n2)nc1N	nt	-8	7	-1	nt	0	-2	-15
22	Cc1ccc(C(=O)NNC(=O)c2n[nH]c(=O)c3ccccc23)cc1C	-29	-7	-8	-15	3	-13	-5	10
23	CCOC(CNC(=O)Cc1c(C)nc2c(-c3ccccc3)c(C)nn2c1C)OCC	-19	-6	3	-2	1	8	3	-7
24	O=C(CN1CCCCCC1)NCCc1ccc(F)cc1	19	-5	-1	0	0	-4	13	-27
25	COc1ccc(Br)cc1C(=O)Nc1ccccc1-c1ccccc1	7	-4	15	5	2	-1	0	-5
26	COc1ccc(/C=C(\C#N)C(=O)Nc2cc(S(=O)(=O)N3CCOCC3)ccc2N2CCCC2)cc1	22	33	-5	8	4	-1	0	0
27	COc1ccc(NC(=O)c2ccc(NC3CC(=O)N(c4ccc(C)cc4C)C3=O)cc2)cc1 (configuration not stated)	16	-3	-8	-10	2	-10	0	-11
28	Cc1cc(C)c[n+](-c2[nH]c(=O)sc2/C=N/N=C(\N)[S-])c1	18	-5	-31	-6	1	-10	-9	7
29	Cc1cc(=O)oc2c3c(cc(OCC(=O)NCc4ccco4)c12)OC(C)(C)CC3	-4	2	4	-5	0	-8	20	11
30	Cn1c(SCC(=O)Nc2ccc(NC(=O)c3cccc(F)c3)cc2)nnc1-c1ccncc1	13	-8	-1	0	1	-4	1	-2
31	Cc1ccccc1C(=O)NC1CCN(Cc2nnnn2Cc2ccc(F)cc2)CC1	20	-8	2	-2	3	-11	5	-1
32	Cc1cc2nnc(SCC(=O)N3CCCCC3)n2c(N)n1	3	-8	-10	-11	1	-68	-5	1
33	CC(C)(C)OC(=O)N1CCC[C@H]1C(=O)NCc1ccc(Cl)cc1Cl	6	-7	0	1	3	-12	10	-6
34	CC12CCC(C/C1=N/NC(=O)COc1ccccc1Cl)C2(C)C (configuration not stated)	5	-8	-8	-8	1	-17	-5	17
35	C=CCn1c(SCc2ccccc2C#N)nnc1-c1ccccc1O	9	-2	7	2	1	4	3	7
36	COc1ccccc1N(CC(=O)N1CCc2ccccc2C1)S(C)(=O)=O	2	-4	2	7	2	-9	2	5
37	N#Cc1ccsc1NC(=O)c1ccc(Cl)c([N+](=O)[O-])c1	21	4	-16	94*	-1	96*	91*	48*
38	COc1ccc(CCN2C(=O)CN(Cc3ccccc3)CC2=O)cc1OC	18	-5	-4	-4	3	-9	5	-3
39	Nc1nc(=S)c2[nH]cnc2[nH]1	0	3	-2	4	-2	13	2	-6
40	CCC(=O)N1CCCc2ccccc21	10	-9	3	-6	1	-18	-6	0
41	COC(=O)COc1ccc(-c2ccc(F)cc2)cc1C=O	-45	-10	-2	-12	0	-12	-6	17
42	Cn1c(CCNC(=O)c2ccc(F)cc2)nc2ccccc21	15	-7	4	-11	2	-25	-7	1
43	O=C(Nc1ccccc1)NC1CCCCNC1=O (configuration not stated)	26	-6	6	-6	4	-19	2	-11
44	O=C(NCCC(=O)N1CCN(S(=O)(=O)c2ccccc2F)CC1)Nc1ccccc1	4	-6	0	-6	0	-1	7	-3
45	COCCn1c(SCC(=O)NCCc2ccc(OC)c(OC)c2)nc2c([nH]c3ccccc32)c1=O	-272	-4	-4	0	0	-8	7	-7
46	Cc1cc(N(CC(=O)O)S(C)(=O)=O)ccc1Br	16	-5	1	5	5	2	13	-3
47	COc1cc(/C=C/C(=O)NCCn2c(C)cc3ccccc32)cc(OC)c1OC	-56	2	23	1	5	-4	-2	10
48	CC(C)(C)c1cc(-c2ccccc2)no1	9	-1	2	-7	1	-27	11	-8
49	Cc1ccc(NS(=O)(=O)c2cccs2)c(C)c1	1	-16	2	1	2	-9	10	4
50	Cc1cc(C)cc(NC(=O)CSc2nc(=O)n(CCN3CCOCC3)c3c2CCCC3)c1	16	-7	4	-2	1	-5	11	10
51	CSc1ccc(CCNC(=O)c2cc(C)nn2-c2ccccc2)cc1	28	6	-2	-2	-1	17	6	-8
52	Cn1c(=O)[nH]c(=O)c2c1nc(SCCO)n2CCCc1ccccc1	-1	-9	0	5	-3	-9	0	2
53	N#CC1(NC(=O)COc2ccccc2[N+](=O)[O-])CCCCC1	14	3	-5	-4	-1	-15	1	9
54	Cc1ccccc1N1CC(C(=O)Nc2ccc(S(=O)(=O)NCC3CCCO3)cc2)CC1=O (configuration not stated)	4	-10	0	8	0	-12	1	0
55	CN1c2ccccc2N(C)C1(C)c1cccc2ccccc12	-273	1	-40	1	-25	20	6	19
56	CC1(C(=O)NC2CCCCCCC2)CCC(=O)N1Cc1cccnc1 (configuration not stated)	10	-6	6	3	2	-48	2	-18
57	Cc1cc(Br)cc(Cl)c1OCC(=O)NC(=O)NCc1ccccc1	12	-4	6	3	1	5	2	-8
58	O=C(Cc1ccc2c(c1)OCCO2)N1CCN(S(=O)(=O)c2ccccc2C(F)(F)F)CC1	2	5	4	4	3	9	8	14
59	Fc1ccc(C(CCCn2nnc(-c3cccnc3)n2)c2ccc(F)cc2)cc1	10	-3	5	-4	-2	-14	2	29
60	CC1=C(C(=O)OCc2ccccc2)C(c2ccc(C(C)(C)C)cc2)NC(=O)N1CCCCCC(=O)O (configuration not stated)	7	-6	-16	11	0	11	3	23

Other compounds:
no.	Structure	SENP8 block-1	A3G deaminase	UBC13 inh	SENP8 block-2	SENP1 inh	SENP6 block	SENP7 inh	Apaf-1 inh
61	CCN(CC)c1ccc(/C=N/N(c2ccccc2)c2ccccc2)c(O)c1	-52	-7	-10	2	-25	8	7	10
62	Cc1c(C#N)c(SCC(N)=O)nc2c1CCCC2	6	-4	0	-12	2	-15	13	13
63	Cc1cccc(Cc2cnc(N3C(=N)SC(C)C3=O)s2)c1 (configuration not stated)	28	-13	5	-2	-1	2	-2	-1
64	Cc1cccc(OCC(=O)Nc2cc(C)on2)c1	11	-3	0	1	2	13	1	-4
65	CC(CCOC1=NS(=O)(=O)c2ccccc21)NC(=O)C(=O)Nc1ccccc1 (configuration not stated)	16	-3	18	-8	1	12	-5	-20
66	CCCc1ccc(-c2cc(C(=O)N3CCN(c4ccccn4)CC3)c3ccccc3n2)cc1	0	-6	-8	-3	1	2	-1	30
67	Cc1cccc(NC(=O)CCNS(=O)(=O)c2cccc3nonc23)c1C	4	-9	-2	-13	3	-15	-6	11
68	CC1CC(C)CN(C(=O)C2CCN(S(=O)(=O)c3ccc4c(c3)CC(C)N4C(=O)C3CC3)CC2)C1 (configuration not stated)	8	-4	5	3	-1	16	4	14
69	NC1=NC(=O)/C(=C/c2ccc(Br)cc2)S1	-1	-1	-10	-9	2	1	1	7
70	O=C1NC(c2ccccc2)Nc2c1sc(=S)n2-c1ccccc1 (configuration not stated)	2	-9	-5	1	4	13	-1	11
71	O=C(NCC(c1ccco1)N1CCCC1)c1cc(S(=O)(=O)N2CCCCC2)ccc1Cl (configuration not stated)	8	-7	8	8	-1	13	2	-2
72	O=C(Nc1cccc(S(=O)(=O)NCc2ccco2)c1)c1cc(-c2ccc(F)cc2)nc2ccccc12	-80	-3	6	-3	-2	1	7	7
73	Cc1ccc(C)n1-c1ccccc1N1CCCCC1	-12	-12	-7	-11	0	-24	-11	1
74	Cc1ccc(-c2nc3ccsc3c(=O)[nH]2)cc1	15	-6	2	31	2	41	44	2
75	CC(C)(CO)CNC(=O)c1ccc2nc(Cc3cccc(Cl)c3)oc2c1	19	-2	-7	14	-2	-2	-2	0
76	CC[C@]12c3[nH]c4cc(CCC(=O)N(C)C)ccc4c3CCN1C(=O)[C@@H](CC(=O)NCC13CC4CC(CC(C4)C1)C3)C[C@@H]2C(=O)N1CCN(C(=O)C2CC2)CC1	22	-2	nt	nt	-4	nt	-4	35
77	COc1ccc2c(C)cc(C)nc2n1	16	-2	1	0	1	-10	2	4
78	O=C(CN1CCN(Cc2cccc(F)c2)CC1)NCc1ccccc1	9	11	2	17	-1	12	1	2
79	Cc1cccc(NC(=S)NNC(=O)c2csc3c2CCC(C)C3)c1 (configuration not stated)	-4	0	-14	15	2	31	11	5

Screening results from PubChem.
